# Screens deposited in PubChem BioAssay by several laboratories.
# Rab7 wt modul: dog Rab7 wildtype GTP binding, inhibitors and activators | GTP binding activity (percent of control), % at 10 µM | GST-Rab7 beads, fluorescent GTP binding, flow cytometry; actives lie on both sides; untreated = 100%, excess cold GTP = 0% | actives 0.055% (n = 190,000);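 active = fluorescent GTP binding to Rab7 beads changed by at least 20 points from the 100% baseline, either direction, mostly lower; inconclusive = compound itself probably fluorescent, or too few beads counted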;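 also: median green fluorescence of bound Bodipy-FL-GTP per Rab7 bead population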
# Rab2A wt mod: changes GTP binding to wildtype dog Rab2A, up or down; AID 760; actives 0.19% (n = 190,000); GST-Rab2 wt beads, Bodipy-GTP binding, flow cytometry; GTP binding activity, % at 10 µM;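 active = GTP binding activity at least 20 points away from 100%, either lowered or raised; inconclusive = signal likely due to the compound's own green fluorescence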;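 also: 0% = beads with excess unlabeled GTP and 100% = no-compound control corrected for plate trend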
# Pf gamet viab: inhibitors of late stage P. falciparum gametocyte viability. P. falciparum stage V gametocytes, ATP luminescence, 24 h. inhibition, % at 10.9 µM. actives 0.065% (n = 150,000);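 active = inhibition above the mean plus 3 SD of compounds within the control limits, set per campaign, cut at about 38% in these data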;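 also: 0% = DMSO wells and 100% = medium only without gametocytes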
# Rac1 wt GTP bind: alters GTP binding to wildtype human Rac1; AID 757; GST-Rac1 beads, fluorescent GTP binding, flow cytometry; actives lie on both sides; 0 = cold GTP competed, 100 = untreated; P63000; actives 0.27% (n = 190,000); GTP binding activity (% of control), % at 10 µM;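 active = GTP binding activity at least 20 points away from the 100% control level, either lower or higher; inconclusive = compound flagged as likely green fluorescent, judged across all proteins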
# Avidin bead fluor: avidin bead compound fluorescence profile | Avidin beads, compound fluorescence 488/530 nm, flow cytometry; stronger effect = higher value | AID 1775 | fluorescence (KMESF) at 10 µM | actives 0.38% (n = 220,000); in the data active = fluorescence above about 47; also: inactives centre near 10
# Mcl1-Bid inh: Mcl-1/Bid interaction inhibition; Q07820; TR-FRET Mcl-1/Bid-Dy647 peptide binding, 1536-well; inhibition, % at 21.7 µM; actives 0.97% (n = 220,000);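 active = compounds that cut the binding signal by more than half at the single screening dose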;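 also: His-tagged Mcl-1 with europium anti-His antibody binding Bid BH3 peptide; 0% = Mcl-1 plus peptide wells and 100% = peptide-only wells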
# Target sequence (Q07820 whole entry, looked up): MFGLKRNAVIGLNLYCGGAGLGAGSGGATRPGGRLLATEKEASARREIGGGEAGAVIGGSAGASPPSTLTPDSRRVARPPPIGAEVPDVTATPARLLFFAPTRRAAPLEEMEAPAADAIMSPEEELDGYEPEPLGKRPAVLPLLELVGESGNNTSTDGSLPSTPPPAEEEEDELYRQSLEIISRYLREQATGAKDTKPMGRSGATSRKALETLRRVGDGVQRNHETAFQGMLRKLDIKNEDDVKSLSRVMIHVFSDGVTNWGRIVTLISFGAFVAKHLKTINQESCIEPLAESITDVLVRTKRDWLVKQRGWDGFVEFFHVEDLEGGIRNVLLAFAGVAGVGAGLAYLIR
# Mcl1-Noxa inh: disrupts binding of human Mcl-1 to Noxa peptide; Q07820; TR-FRET Mcl-1/Noxa peptide binding, 2 h; inhibition, % at 21.7 µM; actives 1.5% (n = 220,000); AID 1022;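 active = compounds that cut the protein-peptide binding signal by more than 50% relative to plate controls in a single-dose test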;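 also: His-tagged Mcl-1 with rhodamine Noxa BH3 peptide and terbium anti-His antibody; 0% = Mcl-1 plus Noxa peptide wells and 100% = peptide-only wells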
# Rac1 act GTP bind: modulators of GTP binding to human Rac1 activated mutant | P63000 | GST-Rac1 activated beads, fluorescent GTP binding, flow cytometry; actives lie on both sides; 100% means binding = to untreated wells | percent activity (GTP binding), % at 10 µM | actives 0.11% (n = 190,000) | AID 764;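 active = GTP binding at least 20 percentage points away from the 100% baseline, in either direction, so actives lie on both sides; inconclusive = Compound likely fluorescent itself, or too few beads counted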
# Cdc42 wt: modulators (inhibitors or activators) of GTP binding to human Cdc42 wildtype | GST-Cdc42 beads, Bodipy-GTP binding, flow cytometry; actives lie on both sides | AID 761 | P60953 | actives 0.2% (n = 190,000) | percent activity (GTP binding), % at 10 µM;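 active = percent activity GTP binding at least 20 points away from the 100% baseline, either down as inhibitor or up as activator; inconclusive = compound flagged as likely green fluorescent from well-wide comparison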;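 also: median bead fluorescence of bound Bodipy-FL-GTP at 100 nM; 0% = excess unlabeled GTP control and 100% = no compound control; below 100% means less GTP binding so inhibitor and above means activator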
# Target sequence (P60953 whole entry, looked up): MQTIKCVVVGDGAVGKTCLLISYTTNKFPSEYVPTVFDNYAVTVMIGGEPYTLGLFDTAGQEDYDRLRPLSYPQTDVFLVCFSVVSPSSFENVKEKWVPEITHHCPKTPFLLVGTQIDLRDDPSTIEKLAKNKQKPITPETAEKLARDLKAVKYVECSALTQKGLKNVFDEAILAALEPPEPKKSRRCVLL
# GSH fluor: GSH bead compound fluorescence profile. GSH beads flow cytometry, compound fluorescence 488/530 nm; stronger effect = higher value. fluorescence (KMESF) at 10 µM. actives 0.25% (n = 190,000). AID 1776; in the data active = fluorescence above about 89;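 also: glutathione beads carrying GST-tagged Bcl family fusion proteins plus one bare bead set; values are compound well signal with DMSO vehicle wells as background; inactives centre near 16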
# HRas wt GTP bind: modulators of GTP binding to human HRas wildtype. actives 0.14% (n = 190,000). GTP binding activity, % at 10 µM. GST-Ras wt beads, Bodipy-FL-GTP binding, flow cytometry; actives lie on both sides. P01112;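 active = GTP binding activity at least 20% away from the 100% baseline, either lowered as inhibitor or raised as activator; inconclusive = flagged as likely green fluorescent, judged across all proteins in the well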;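 also: 0% = unlabeled GTP competition control and 100% = no-compound control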
# Target sequence (P01112 whole entry, looked up): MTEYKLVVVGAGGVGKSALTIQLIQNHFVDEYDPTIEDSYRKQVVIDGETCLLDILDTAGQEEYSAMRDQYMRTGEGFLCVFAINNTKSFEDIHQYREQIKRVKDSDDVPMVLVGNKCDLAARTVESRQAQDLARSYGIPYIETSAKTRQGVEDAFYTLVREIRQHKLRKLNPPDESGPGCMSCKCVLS
# An asterisk follows results filed as active; ? = inconclusive; nt = no result given. Hits appear at their usual frequency; 3% or so of the library scored in one or more.
SMILES,Rab7 wt modul,Rab2A wt mod,Pf gamet viab,Rac1 wt GTP bind,Avidin bead fluor,Mcl1-Bid inh,Mcl1-Noxa inh,Rac1 act GTP bind,Cdc42 wt,GSH fluor,HRas wt GTP bind
O=C(Cc1ccc(Cl)cc1)Nc1cccc2ncccc12,99,100,13,98,8,-41,8,95,97,8,97
CCCC(=O)N(CC(=O)Nc1sc(C)c(C)c1C(N)=O)Cc1ccccc1,98,98,2,103,10,-44,3,97,99,24,99
CCCCNC(=S)NNC(=O)C12CC3CC(CC(C3)C1)C2,102,98,-9,105,11,-20,9,97,100,36,100
CNc1nnc(-c2ccc(C)cc2)c2ccccc12,103,95,nt,95,13,-8,-1,93,94,16,96
Nc1ccc(N2CCN(CCCCN3C(=O)C4CCCN4C3=O)CC2)cc1 (centres undefined),97,97,-24,104,3,-52,45,93,98,3,96
Cc1ccc(-c2nc(C=Nc3ccccc3)c(O)o2)cc1,94,92,15,95,6,-10,16,93,92,15,93
Cc1ccc(SC(C)c2nc(-c3ccncc3)no2)cc1 (centres undefined),99,95,nt,98,10,2,13,97,100,26,95
COC(=O)C1C(O)=C(C=NC2CCCCC2)C(=O)CC1(C)C (centres undefined),102,101,nt,106,3,-11,5,101,103,26,103
CCN=C1NN=C(c2cc(C)n(CCc3ccccc3)c2C)CS1,101,96,0,98,8,8,39,93,97,52,97
Cc1ccc(-c2ccc(C)c(N)c2C)c(C)c1N,108,100,12,103,6,-30,-6,97,96,21,101
CC1CCCCN1S(=O)(=O)c1ccc2c(c1)CCN2C(=O)C1CCC1 (centres undefined),99,100,-9,104,10,-10,26,98,101,13,101
CCOC(=O)C1(C)C=C(Nc2ccc(C)cc2)C(=O)N1c1ccc(C)cc1 (centres undefined),101,101,9,99,8,-18,-12,95,95,13,97
CCc1ccc(C(=O)COC(=O)c2ccc(Cl)nc2)cc1,93,97,-13,96,10,-16,-4,94,97,11,96
Cc1nnc(SCC(=O)Nc2nc(-c3ccc(F)cc3)cs2)[nH]c1=O,?,?,-22,?,16,-20,-5,?,?,13,?
Cc1cc(NC(=O)CSc2nc3ccsc3c(=O)n2NC(=O)c2ccccc2)no1,93,97,nt,99,1,-1,12,101,99,64,99
Cc1ccc(CNC(=S)N2CCOCC2)cc1,96,99,nt,100,10,-38,-7,97,97,23,96
Cc1ccc(-c2[nH]c(=S)[nH]c(=O)c2C#N)cc1,99,99,-21,93,11,-44,5,91,94,11,96
O=C(NCCc1ccccc1)C1CCN(S(=O)(=O)N2CCC3(CC2)OCCO3)CC1,99,102,nt,104,4,-16,0,96,100,23,100
CCOc1ccc(NC(=O)CN(Cc2ccccc2)S(C)(=O)=O)cc1,100,102,20,105,7,-3,-21,101,101,15,103
O=C1CSC(c2ccccn2)N1Cc1cn2ccccc2n1 (centres undefined),106,104,4,109,14,-40,4,102,105,23,103
OCCC1CN(Cc2cccc3c2OCO3)CCN1Cc1ccccc1 (centres undefined),97,98,6,99,7,-40,5,97,94,15,97
C/C(=N\NC(=O)CNc1cccc(Cl)c1C)C1CC1,104,97,-21,100,10,-48,6,97,98,16,102
O=C(N/N=C/c1ccc(Br)o1)c1cccnc1,97,96,-3,103,4,0,-4,96,96,9,97
O=C(Cn1c(=O)oc2cc(S(=O)(=O)N3CCCCCC3)ccc21)NC1CCCCCCC1,93,96,nt,94,5,20,10,93,95,16,97
COc1ccc(NC(=O)CCS(=O)(=O)c2ccccc2Cl)cc1S(=O)(=O)Nc1ccc(Cl)cc1,93,90,-8,92,12,-9,2,91,91,16,92

# Other records
SMILES,Rab7 wt modul,Rab2A wt mod,Pf gamet viab,Rac1 wt GTP bind,Avidin bead fluor,Mcl1-Bid inh,Mcl1-Noxa inh,Rac1 act GTP bind,Cdc42 wt,GSH fluor,HRas wt GTP bind
Cc1cccc(CSc2nnc(C)c(=O)n2N)c1,103,99,nt,106,17,-18,8,101,103,16,101
Cc1ccc(NC(=S)NC(NC(=O)c2ccccc2)C(Cl)(Cl)Cl)c(C)c1 (centres undefined),97,100,-16,102,13,-54,2,104,96,22,101
CCOc1ccc(S(=O)(=O)Nc2ccc(C(=O)N/N=C/c3c(C)nn(-c4ccccc4)c3N3CCCC3)cc2)cc1,101,96,nt,98,5,-51,-2,99,95,7,97
CCC(=O)N1CCc2cc(S(=O)(=O)CCC(=O)O)ccc21,98,99,nt,105,7,-14,-1,100,104,4,101
CC(C)(C)C(=O)CSc1nccc(=O)[nH]1,98,102,5,96,9,-6,-2,98,101,9,99
COC(=O)c1ccc(NC(=O)C(=O)N2CCN(C(=S)Nc3ccc(C)cc3)CC2)cc1,97,95,31,101,16,-44,4,100,98,10,98
Cc1cc2c(OCC(O)CN3CCCC3)cccc2[nH]1 (centres undefined),93,95,-1,99,14,-33,10,98,94,14,94
CC1=CC(C)(C)N(S(=O)(=O)c2ccc(C)cc2)c2cc(C)ccc21,96,101,nt,100,14,-21,-15,99,103,12,102
O=C(CCc1ccccc1)n1nc(-c2ccccc2)nc1NCc1ccco1,98,98,nt,98,7,-11,7,98,96,48,96
CC1CCCCN1CCNC(=O)C1CCN(S(=O)(=O)N2CCCCC2)CC1 (centres undefined),96,96,nt,95,11,-12,13,95,99,34,96
Cc1cccc(C2c3[nH]c4ccccc4c3CCN2C(=O)c2cc(C(C)C)nc(N)n2)n1 (centres undefined),93,92,14,100,10,-45,16,96,94,13,95
CCOc1ccc(OCC(=O)N2CCOCC2)cc1,100,100,-11,102,9,-30,20,98,99,13,99
CN(C)c1nnnn1-c1ccc(OC(F)(F)F)cc1,99,98,-21,99,13,5,-3,94,94,10,95
O=S1(=O)CC2N=C(N(Cc3ccc(F)cc3Cl)c3ccccc3F)SC2C1 (centres undefined),97,99,6,101,14,18,-22,100,101,13,99
CCC(CC)c1nc(NCCC(=O)O)c2ccccc2n1,99,95,nt,99,nt,4,24,96,99,10,99
COc1ccc(Cc2nnc(NC(=O)c3c(-c4ccccc4)noc3C)s2)cc1,96,92,nt,94,22,18,7,92,89,25,92
CCCCC(c1nnnn1Cc1ccco1)N1CCN(C(=O)c2ccco2)CC1 (centres undefined),94,101,nt,96,12,2,17,99,99,20,101
Cc1ccc(/C=N/NC(=O)NC2CCCCC2)o1,99,95,nt,100,19,-60,-2,96,97,13,97
Cc1ccnc(SCCn2c(N3CC(C)CC(C)C3)nc3c2c(=O)n(C)c(=O)n3C)n1 (centres undefined),103,101,12,102,9,-39,-13,97,104,6,102
COc1ccc(NC(=O)CSc2nnc(C3CC3)n2C)cc1,103,101,11,106,10,-14,16,99,100,24,101
CCOC(=O)c1[nH]c(COC(=O)CCOc2ccccc2OC)c(C(=O)OCC)c1C,99,99,-6,104,13,-15,-6,101,107,26,101
Cc1ccc(NCc2nnc(SCC(=O)c3ccccc3)o2)c(C)c1,95,96,nt,101,12,-41,4,96,101,46,99
COc1ccc(CCN2C(=NC(=O)CCC(=O)O)SC3CS(=O)(=O)CC32)cc1OC (centres undefined),100,101,nt,104,6,0,7,99,102,29,101
COc1ccccc1N1CCN(c2cc(=O)n(-c3ccccc3Cl)c(=O)[nH]2)CC1,100,97,nt,97,16,-134,-7,97,95,6,98
CS(=O)(=O)N(Cc1ccc(C(=O)NN=C2CCCCCC2)cc1)c1ccccc1,101,105,-1,108,7,-38,11,105,107,14,108

# (cont.)
SMILES,Rab7 wt modul,Rab2A wt mod,Pf gamet viab,Rac1 wt GTP bind,Avidin bead fluor,Mcl1-Bid inh,Mcl1-Noxa inh,Rac1 act GTP bind,Cdc42 wt,GSH fluor,HRas wt GTP bind
CCOC(=O)C1=C(C)NC(=O)NC1c1ccc(N2CCC(c3ccccc3)=N2)cc1 (centres undefined),105,102,0,100,5,-17,16,97,98,23,98
CC1(C)Cc2ccccc2-c2c1c(=O)n(Cc1ccccc1)c1nnnn21,102,98,nt,105,7,8,6,99,101,21,102
Cc1cc(C)c2c(C)c(C(=O)NCc3ccncc3)oc2c1,92,95,-4,98,23,-1,-19,96,96,15,97
COc1ccc(-n2ncc3c(N4CCC(C(N)=O)CC4)ncnc32)cc1,99,96,-4,104,24,-29,-17,98,103,11,95
O=[N+]([O-])c1ccc(N2CCN(S(=O)(=O)c3ccc(Cl)cc3)CC2)cc1NCc1cccnc1,99,101,nt,103,5,-5,10,98,99,40,101
Cc1cn(S(=O)(=O)c2ccccc2[N+](=O)[O-])cn1,96,98,-29,97,9,-2,-8,95,98,13,101
Cc1cccc(N(C)S(=O)(=O)c2ccc3c(c2)CCC(=O)N3)c1,104,102,nt,103,16,-23,0,98,102,34,102
CC(C)NC(=O)c1ccc(-c2cccc(C(F)(F)F)c2)o1,102,99,nt,101,9,-3,9,97,99,31,101
CC(O)CNc1nc(Cl)c(C#N)s1 (centres undefined),97,95,21,100,9,-10,-3,93,96,15,97
CC(=O)Nc1ccc(NC(=O)c2ccc(NS(=O)(=O)c3cc(C(C)(C)C)cc(C)c3C)cc2)cc1,93,94,-13,98,12,-8,19,96,88,5,95
O=C(CNCC1CCCO1)Nc1ccc(N2CCCCCC2)cc1 (centres undefined),?,?,5,?,18,-77,17,?,?,23,?
COc1cc(/C=C2\CC/C(=C\c3ccc(OCCO)c(OC)c3)C2=O)ccc1OCCO,101,97,-10,96,9,-44,20,97,96,14,97
CCCc1nccn1S(=O)(=O)c1cc(OC)ccc1OC,107,105,3,107,8,-11,5,99,106,249*,104
Cc1ccc(S(=O)(=O)N2CCC(C(=O)NNC(=O)c3ccccc3)CC2)cc1,103,98,-6,97,10,-21,4,95,101,19,98
C/C(=N\Oc1cccc(F)n1)c1ccc(Cl)cc1Cl,95,100,nt,97,12,1,-3,97,101,24,100
O=C(CCS(=O)(=O)Cc1ccccc1F)NCCCN1CCCCC1,104,105,nt,104,9,-13,-4,100,106,19,105
CC(=O)c1ccccc1NS(=O)(=O)c1c(C)nn(-c2ccccc2)c1C,99,96,nt,96,5,-1,11,96,99,27,97
CCOCCCNC(=S)NCCNc1nc2c(C)cccc2cc1C#N,95,96,nt,95,15,3,-3,95,98,31,96
Nc1nc(N2CCN(C(=O)c3ccco3)CC2)nc2ccc(Br)cc12,94,93,nt,95,17,36,22,96,95,9,93
CCOc1cc(C=C(C#N)C#N)ccc1Oc1ccc([N+](=O)[O-])cn1,93,90,-32,84,9,-18,6,85,83,11,88
CCc1ccc(/C=C2/SC(=S)N(CC(=O)Nc3nc4ccccc4s3)C2=O)cc1,86,83,nt,85,9,-17,25,83,85,27,86
